# rCAG RNA binder: molecules binding r(CAG) RNA repeats; r(CAG) RNA repeat, TO-PRO-1 dye displacement fluorescence; actives 1.3% (n = 370,000); AID 651821; inhibition, % at 3 µM;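 active = inhibition above the plate cutoff, the mean of all test compounds on that plate plus 3 SD, cut at about 35% in these data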;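 note: 0% = DMSO alone and 100% = 100 µM mitoxantrone as full dye displacement; higher means more dye released from RNA so lower well fluorescence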
# SMARCA2 act: increases SMARCA2 function in MMTV reporter cells; MG213 cells, MMTV-luciferase reporter, dexamethasone, overnight; activation, % at 9.1 µM; actives 1% (n = 370,000); AID 652017; in the data active = activation above about 7.8%;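 note: 0% = vehicle wells and 100% = reference activator wells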
# ARFGAP1 inhibitor: rat ARFGAP1 inhibition; Q62848; Arfgap1-stimulated ARF1 GTP hydrolysis, GDP FP detection; inhibition, % at 16.5 µM; actives 0.26% (n = 360,000); AID 651572;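 active = inhibition above a per-plate limit, mean inhibition of low control wells plus 3 SD, cut at about 25% in these data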;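 note: 0% = DMSO wells with enzyme and 100% = wells lacking Arfgap1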
#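 Material: truncated rat Arfgap1 GAP domain; Incubation: compound-enzyme preincubation 20 min, reaction 120 min, detection 60 min, 25 °C; Read-out: percent inhibition of Arfgap1-stimulated GTP hydrolysis; Technique: FP, GDP Alexa 633 tracer displaced from anti-GDP antibody, 620/688 nm; Controls: No-Arfgap1 wells (100%) versus DMSO full-reaction wells (0%); Replication: single well per compound.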
# GC-A act: GC-A (human) enzyme activation; activation, % at 10 µM; actives 0.14% (n = 370,000); HEK293 GC-A cells, cGMP TR-FRET, EC30 ANP; 0% at EC30 ANP, 100% saturating ANP; AID 1671463; P16066; in the data active = activation above about 40%
# PG9 binder: small molecules binding HIV-1 gp120 antibody PG9; TR-FRET gp120-PG9 antibody binding; inhibition, % at 6.7 µM; actives 0.43% (n = 360,000); in the data active = inhibition above about 8.5%
# ABHD4 inh: inhibits mouse alpha/beta hydrolase domain 4. actives 0.54% (n = 370,000). AID 720543. Q8VD66. purified mABHD4, FP-Rh probe fluorescence polarization. inhibition, % at 8.92 µM;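 active = inhibition exceeding the mean over every tested compound plus 3 SD, cut at about 30% in these data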;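 note: 0% = plate median of compound wells and 100% = S159A mutant with DMSO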
#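 Material: mouse ABHD4 enzyme, wild type; Benchmarks: S159A mutant high control, sample median low control; Buffer or medium: HEPES pH 7.0, NaCl, Pluronic buffer; Signal: fluorescence polarization; Read-out: percent inhibition of probe binding, normalized to plate controls; Timing: pre-incubation 45 min, probe exposure 60 min, at 25 °C; Dosing: 8.92 µM, single dose.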
# Rev-erbA mod: modulators of human Rev-erb alpha DNA binding; P20393; Rev-erbα–FITC-DNA binding, fluorescence polarization, 90 min; activity, % at 10 µM; actives 0.79% (n = 370,000);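 active = activity above about 14%, limit read from the data; passing the limit was not always enough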;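 note: 0% = DMSO wells with 35 nM protein and 100% = DMSO wells with 750 nM protein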
# ASAP1 GAP inh: ASAP1 ArfGAP inhibition; Q9ULH1; ASAP1-stimulated ARF1 GTP hydrolysis, GDP FP detection; inhibition, % at 16.5 µM; actives 0.19% (n = 360,000); AID 624377; in the data active = inhibition above about 25%;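 note: 0% = vehicle with enzyme and substrate and 100% = no enzyme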
# GC-B act: GC-B (human) receptor activation | P20594 | HEK293-GC-B cells, CNP EC30, cGMP TR-FRET; 0% at EC30 CNP, 100% saturating CNP | activation, % at 10 µM | actives 0.11% (n = 370,000) | AID 1920062;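 active = activation at 10 µM reaching about 35% in either raw or pattern-adjusted values, limit read from the data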
# Target sequence (P20594 whole entry, looked up): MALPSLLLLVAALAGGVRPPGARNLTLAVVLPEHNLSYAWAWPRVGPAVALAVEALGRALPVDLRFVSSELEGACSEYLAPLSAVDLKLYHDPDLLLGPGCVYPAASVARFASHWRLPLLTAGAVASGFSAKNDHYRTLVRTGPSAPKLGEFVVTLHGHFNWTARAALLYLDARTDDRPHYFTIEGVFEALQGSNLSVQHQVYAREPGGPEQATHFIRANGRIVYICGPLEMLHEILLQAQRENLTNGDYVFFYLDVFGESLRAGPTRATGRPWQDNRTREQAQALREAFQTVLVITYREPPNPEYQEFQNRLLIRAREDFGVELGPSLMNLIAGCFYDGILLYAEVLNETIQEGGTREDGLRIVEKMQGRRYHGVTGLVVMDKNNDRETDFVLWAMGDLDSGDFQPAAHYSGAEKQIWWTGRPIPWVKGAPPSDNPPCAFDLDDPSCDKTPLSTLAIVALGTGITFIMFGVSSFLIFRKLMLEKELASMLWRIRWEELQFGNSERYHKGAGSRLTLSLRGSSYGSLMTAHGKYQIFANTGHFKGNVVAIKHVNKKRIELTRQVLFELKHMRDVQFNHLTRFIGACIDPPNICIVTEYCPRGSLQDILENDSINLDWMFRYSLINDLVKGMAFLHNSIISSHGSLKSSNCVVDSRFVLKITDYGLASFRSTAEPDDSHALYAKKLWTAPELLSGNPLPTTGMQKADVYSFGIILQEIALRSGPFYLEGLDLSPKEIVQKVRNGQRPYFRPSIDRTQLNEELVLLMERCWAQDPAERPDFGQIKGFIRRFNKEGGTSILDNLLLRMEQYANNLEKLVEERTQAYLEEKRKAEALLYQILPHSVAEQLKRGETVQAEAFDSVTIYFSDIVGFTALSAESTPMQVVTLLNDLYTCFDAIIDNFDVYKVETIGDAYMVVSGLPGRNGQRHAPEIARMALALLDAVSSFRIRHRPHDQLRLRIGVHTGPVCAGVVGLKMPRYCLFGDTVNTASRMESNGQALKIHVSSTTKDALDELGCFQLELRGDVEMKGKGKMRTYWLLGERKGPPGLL
# HTRA1 inhibitor: HTRA1 (human) protease inhibition | actives 0.5% (n = 340,000) | recombinant HTRA1, FP-rhodamine activity-based probe, fluorescence polarization | Q92743 | inhibition, % at 5.96 µM | AID 504803; in the data active = inhibition above about 36%;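 note: 0% = enzyme with DMSO and 100% = wells lacking enzyme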
# Starred values were filed as active, the others as inactive; . = not tested or not shown; & = joins results of further samples. Compounds were not picked by outcome (roughly 4.4% active in at least one column).
structure	rCAG RNA binder	SMARCA2 act	ARFGAP1 inhibitor	GC-A act	PG9 binder	ABHD4 inh	Rev-erbA mod	ASAP1 GAP inh	GC-B act	HTRA1 inhibitor
CNC(=O)CSc1nnc(C(C)C)n1C	0	2	-4	4	-1.8	0	2	-17	13	6
COc1ccc(OC)c(/C=N/NC(=O)c2[nH]ncc2Br)c1	-2	-1	6	7	-1.8	5	7	4	-3	.
O=C(NC(=S)Nc1ccc(O)cc1)c1cncc(Br)c1	2	2	11	-5	0.5	3	4	6	-3	2
CNC(=S)Nc1cccc(Cl)c1C	2	0	-4	2	-0.9	1	4	-5	4	-1
CCCn1c(SCC(=O)Nc2ccc(NC(=O)CC)cc2)nc2c1c(=O)n(C)c(=O)n2C	-3	0	8	0	-1.6	2	0	2	0	1
O=C(O)c1cn2c3c(ccc(Cl)c3c1=O)OCC2	-1	-2	-2	-2	0.1	-4	1	9	0	10
CCCc1nn(-c2cc(Cl)ccc2OC)c2c1C(=O)CCC2	1	2	2	-1	1.1	-1	6	-4	2	3
CCc1ccccc1N1C(=O)CC(Sc2nccc(C)n2)C1=O (centres undefined)	-2	-2	-2	1	-0.5	8	0	16	2	9
Cc1cc(=O)oc2ccc(OC(C)C(=O)O)cc12 (centres undefined)	6	-5	5	0	-1.4	3	3	1	5	-8
COc1ccc(CC(=O)OCC(=O)NC(=O)Nc2ccccc2F)cc1	0	-3	-3	3	-1.4	-6	0	-19	-1	14
O=C(O)C1CCC(CNS(=O)(=O)c2ccc(Cl)cc2)CC1 (centres undefined)	0	-2	-1	3	-3.7	-12	3	-5	-3	6
CCOC1=NN(c2ccccc2)C(=O)/C1=C\N(C)C	-1	2	18	-2	0.9	-1	4	-2	6	-1
O=C1c2cccnc2C(Nc2cccc(F)c2)N1Cc1ccco1 (centres undefined)	2	3	10	7	-2.3	-6	0	-7	-4	-1
CNC(=S)Nc1ccc(Br)cc1	0	-1	-6	0	-1.8	7	3	-5	7	0
O=C(CSc1nc(C(F)(F)F)cc(=O)[nH]1)N1CCCC1	2	4	2	3	-1.5	5	6	-15	1	-1
CC(C)CC(NS(=O)(=O)c1ccccc1S(=O)(=O)NC(CC(C)C)C(=O)O)C(=O)O (centres undefined)	1	0	-3	0	-1.7	5	-3	1	8	5
COCCn1c(SCc2nc3ccccc3s2)nc2ccccc21	-4	15*	0	-6	-2.6	-8	-4	4	-3	-3
Cc1cccc(COc2ccccc2/C=N/Nc2ccc([N+](=O)[O-])cc2)c1	14	-5	2	2	-0.7	1	5	-2	2	-19
CC(=O)c1ccc(N2Cc3ccccc3C2=NC(=O)c2cccs2)cc1	0	2	0	6	0.9	0	3	2	2	5
O=C(C1CCN(C2CCN(C/C=C/c3ccccc3)CC2)CC1)N1CCOCC1	-5	4	0	0	-0.8	0	-3	11	1	-1
COc1ccc(C(=O)NC(=S)SCC(=O)O)cc1	3	0	-3	-3	-0.5	6	-1	3	6	1
O=C(CCSc1nc(-c2ccco2)cc(C(F)(F)F)n1)NCC1CCCO1 (centres undefined)	2	1	0	-4	-1.1	-7	-2	9	3	2
CC(=O)Nc1ccc(NC(=O)N2CCOCC2)cc1	0	-2	-4	2	1.3	3	-2	-6	2	7
O=C(Nc1nnc(-c2ccco2)s1)C1CCN(S(=O)(=O)c2ccc(Cl)cc2)CC1	8	-4	5	-6	-0.5	-8	-2	14	-5	-10
COc1ccccc1-n1c(SCC(=O)N2CCOCC2)nc2cccnc21	0	-2	8	1	0.1	6	0	12	-7	-3

# Three compounds from above, arranged by the value under PG9 binder, largest number first:
smiles | SMARCA2 act | ARFGAP1 inhibitor | GC-A act | PG9 binder | Rev-erbA mod | ASAP1 GAP inh | GC-B act | HTRA1 inhibitor
CC(=O)c1ccc(N2Cc3ccccc3C2=NC(=O)c2cccs2)cc1 | 2 | 0 | 6 | 0.9 | 3 | 2 | 2 | 5
O=C(NC(=S)Nc1ccc(O)cc1)c1cncc(Br)c1 | 2 | 11 | -5 | 0.5 | 4 | 6 | -3 | 2
Cc1cccc(COc2ccccc2/C=N/Nc2ccc([N+](=O)[O-])cc2)c1 | -5 | 2 | 2 | -0.7 | 5 | -2 | 2 | -19

# (list continues)
structure	rCAG RNA binder	SMARCA2 act	ARFGAP1 inhibitor	GC-A act	PG9 binder	ABHD4 inh	Rev-erbA mod	ASAP1 GAP inh	GC-B act	HTRA1 inhibitor
COC(=O)C1=C(C)N(Cc2cccc(C(F)(F)F)c2)C(=NCc2ccc(C(F)(F)F)cc2)NC1c1cccc(F)c1 (centres undefined)	5	-12	29*	-10	-1.7	21	1	3	-11	.
CC(C)CCn1c(N2CCCC2)nc2c1c(=O)[nH]c(=O)n2C	-1	1	0	6	-0.5	-8	1	-3	9	6
O=C(Cn1cccn1)N1CCCC(N2CCN(c3ccccc3F)CC2)C1 (centres undefined)	0	-2	-4	5	-0.9	2	5	-8	5	3
Cc1cnc(C(=O)OCC(=O)N2CC(C)CC(C)C2)cn1 (centres undefined)	-2	-1	4	0	0.3	2	-5	-4	3	5
Cc1nc2ccc(C(=O)N/N=C/c3ccccc3O)cc2[nH]1	4	1	2	-2	0.7	-3	-2	-5	-6	8
COCCN1C(=O)[C@H]2C[C@@]13O[C@H](C1CCCCC1)N=C3CC1c3ccccc3C[C@@]12C (some centres undefined)	-2	-7	1	-4	0.1	4	5	-6	1	.
Cc1nccn1-c1c([N+](=O)[O-])c(=O)n(C)c2ccccc12	0	-1	-1	0	-0.2	1	-3	-3	1	0
Cc1ccccc1NC(=O)CCn1c(=O)oc2ccccc21	-1	-2	12	1	-0.7	-8	0	2	3	1
CC(C)(C)n1nc2c(c1NC(=O)COc1ccc3ccccc3c1)CS(=O)C2 (centres undefined)	1	-1	6	19	3.0	2	2	7	4	2
CC1CCN(S(=O)(=O)c2cc3c4c(c2)C(C)C(=O)N4CCC3)CC1 (centres undefined)	1	-2	-6	4	0.7	3	1	7	0	7
CCCCc1cc(=O)oc2cc(C)cc(OCC(=O)O)c12	3	-3	10	2	0.4	6	-2	-9	3	-5
O=c1c2cnn(-c3ccccc3)c2nnn1/N=C/c1cccnc1	0	0	0	-9	0.8	4	-3	6	-13	2
O=C(CN1C(=O)NC2(CCc3ccccc3C2)C1=O)NCC(F)(F)F (centres undefined)	-1	-4	-3	3	0.9	4	1	19	0	0
Cc1ccc(-c2csc3ncn(/N=C/N(C)C)c(=O)c23)o1	-1	1	1	1	0.7	7	4	-16	-3	5
CN(C(=O)CSc1nnc(-c2cccnc2)o1)C1CCCCC1	0	-1	9	-1	-1.6	5	1	-1	3	5
C=C(C)COc1ccc(-c2nc(N)ncc2-c2ccccc2OC)c(O)c1	-5	-2	-15	-29	-3.0	-15	3	-6	-21	-24
O=C(N/N=C/c1ccccn1)c1sc2ccccc2c1Cl	8	4	0	14	-0.4	-2	-4	-12	10	3
Cc1cccc(C)c1C(=NCCN(C)C)c1ccccc1	2	-1	-1	-9	-0.5	5	-6	-14	-12	15
COc1ccsc1NC(=O)OCc1ccc(Cl)cc1	-1	3	14	5	-0.8	0	-4	3	0	-6
COC(=O)CN1C(=O)C2(OCCCO2)c2ccccc21	-3	-2	7	0	1.2	4	0	5	-1	-2
N/C(=N\OC(=O)c1ccccc1)C(C(=O)NOC(=O)c1ccccc1)C1CCCCC1 (centres undefined)	6	3	-7	2	-2.9	-4	0	-13	2	-3
O=C(c1ccccc1)C(CN1CCCCC1)c1ccccc1 (centres undefined)	4	-8	-7	-21	-0.4	-2	-3	-2	-13	-8
O=C(COC(=O)c1cc[n+]([O-])cc1)Nc1ccc(SC(F)F)cc1	8	4	14	4	-2.0	-4	-2	-3	5	-1
Cc1cc(O)ccc1-c1cccc2nccn12	2	1	-6	-1	-0.6	-3	-4	-3	-1	.
CCOC(=O)CNC(=O)COc1coc(CN2CCN(c3ccc(F)cc3)CC2)cc1=O	-4	0	18	6	-0.6	1	2	-4	-1	1

# As entered above.
# Value of Cc1cccc(C)c1C(=NCCN(C)C)c1ccccc1 under SMARCA2 act: -1
# Value of CC(C)CC(NS(=O)(=O)c1ccccc1S(=O)(=O)NC(CC(C)C)C(=O)O)C(=O)O (centres undefined) under PG9 binder: -1.7

# The listing picks up, repeating the 2 entries before the break.
structure	rCAG RNA binder	SMARCA2 act	ARFGAP1 inhibitor	GC-A act	PG9 binder	ABHD4 inh	Rev-erbA mod	ASAP1 GAP inh	GC-B act	HTRA1 inhibitor
Cc1cc(O)ccc1-c1cccc2nccn12	2	1	-6	-1	-0.6	-3	-4	-3	-1	.
CCOC(=O)CNC(=O)COc1coc(CN2CCN(c3ccc(F)cc3)CC2)cc1=O	-4	0	18	6	-0.6	1	2	-4	-1	1
COc1ccc(S(=O)(=O)Nc2cccc3c2O[C@H](CN(C)Cc2ccc(Cl)c(Cl)c2)[C@@H](C)CN([C@H](C)CO)C3=O)cc1	4	0	-3	-4	-1.6	-13	-2	9	-10	-30
CCCc1noc(-c2cccc([N+](=O)[O-])c2)n1	0	0	-2	1	0.1	-5	-1	2	1	-3
COC(=O)C1=C(O)CSC1=Nc1ccc(C)cc1	0	-4	2	6	-0.9	5	1	-13	-1	-2
O=C(N[C@@H](Cc1ccccc1)c1nc2ccccc2[nH]1)c1ccc([N+](=O)[O-])cc1	1	-5	18	-9	-0.2	-6	2	2	-9	.
Clc1ccc([C@H]2OC[C@@]3(CNCc4ccccn4)CS[C@H](c4ccc(Cl)cc4)N23)cc1	2	-1	.	-22	.	0	10	.	-12	.
COc1ncnc(NS(=O)(=O)c2ccc(N)cc2)c1OC	2	1	4	2	-1.1	-4	-5&-3	-7	3	3
Cc1ccc(F)c(S(=O)(=O)NC(=O)C2(C)CCN2C(=O)CCc2ccccc2)c1 (centres undefined)	6	-1	-14	4	-2.0	-12	-1	1	1	.
COCCNC(=O)CSc1nc2cc3c(cc2c(=O)n1CCCC(=O)NCCc1ccc(OC)c(OC)c1)OCO3	-7	1	7	-3	-0.5	-2	-4	0	-5	1
CCS(=O)(=O)Nc1cccc(-c2ccc3nnc(C)n3n2)c1	-1	-3	2	3	2.5	0	1	-4	-5	.
COc1ccc(-c2nn(-c3ccccc3)cc2CO)cc1	-5	4	3	2	-2.3	-3	-9	-1	3	-5
O=C(COc1ccccc1)Nc1ccccc1Oc1ccccc1	-6	-1	3	-1	-1.9	-14	1	1	-1	-27
Cc1cc(SCCC(=O)O)nc2c(C)cccc12	6	5	9	8	11*	-5	-1	5	0	-1
CCN(CC)S(=O)(=O)c1cccc(NC(=O)CN(C)C2CCCCC2)c1	-5	-2	-5	3	0.2	5	3	7	4	-5
O=C(NCCC1CCCCN1S(=O)(=O)c1ccc(F)cc1)C(=O)NCc1ccccn1 (centres undefined)	0	4	3	2	0.1	1	-1	-10	-3	2

# High-throughput results (PubChem)
